HCV inh: inhibitors of hepatitis C virus infection; Huh7.5.1 HCVcc-Cre infection, luciferase reporter, 44 h; Potency, µM (highest dose often 41.8 µM), for inactives: at the highest dose activity change, negative = inhibition, hits mostly inhibitors; 340,000 tested, 3.4% active; AID 651820
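Infectious HCV cell culture screen: compound-treated cells (1,000/well, pre-plated 4 h) are infected with HCVcc-Cre at roughly 0.5 moi and grown 44 h. Infection is quantified by luciferase signal after 15 min substrate incubation at room temperature.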
Tb PYK inh: T. brucei pyruvate kinase inhibition. Q57TT1. TbPYK enzyme, Kinase-Glo Plus ATP luminescence, 45 min. Potency, µM (top dose mostly 76.8 µM), inactives show at the highest dose activity, negative = inhibition, hits mostly inhibitors. 410,000 tested, 0.12% active. AID 624173; further: nearly all actives have a fitted effect of over 50% in size
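T. brucei PYK with substrate was exposed to pin-transferred compounds across a concentration series, then started with 130 uM ADP (final). After 45 min at room temperature, Kinase-Glo Plus luminescence was read, normalized and curve-fitted.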
Pf growth 48h: P. falciparum growth inhibition at 48 hours (one generation); P. falciparum luciferase growth in erythrocytes, 48 h; Potency, µM (titrated, usually from 28.7 µM), without a hit: at the highest dose activity change, negative = inhibition, most hits filed as inhibitors; 310,000 tested, 5.9% active; AID 504832
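In quantitative HTS format, infected erythrocytes bearing luciferase-reporter parasites were treated for a single generation at 37 C. Luminescence after adding detection reagent served as the growth measure.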
Pf growth 96h: P. falciparum growth inhibition at 96 hours; P. falciparum luciferase reporter growth, 96 h; Potency, µM (highest dose often 28.7 µM), without a hit: top-dose activity change, negative = inhibition, actives largely listed as inhibitors; 320,000 tested, 6.9% active
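Plates of compound plus infected erythrocytes (2% hematocrit, 0.05% parasitemia final) incubate 96 hours, 37 C, 5% CO2. Detection reagent added; reduced luminescence from the parasites' luciferase reporter flags inhibition.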
LmPK inh: inhibitors of Leishmania mexicana pyruvate kinase; Q27686; purified LmPK, Kinase-Glo ATP luminescence, 1 h; Potency, µM (series often up to 57.5 µM), without a hit: at the highest dose activity change, negative = inhibition, most hits filed as inhibitors; 290,000 tested, 0.37% active; AID 1721
Target sequence (Q27686 whole entry, looked up): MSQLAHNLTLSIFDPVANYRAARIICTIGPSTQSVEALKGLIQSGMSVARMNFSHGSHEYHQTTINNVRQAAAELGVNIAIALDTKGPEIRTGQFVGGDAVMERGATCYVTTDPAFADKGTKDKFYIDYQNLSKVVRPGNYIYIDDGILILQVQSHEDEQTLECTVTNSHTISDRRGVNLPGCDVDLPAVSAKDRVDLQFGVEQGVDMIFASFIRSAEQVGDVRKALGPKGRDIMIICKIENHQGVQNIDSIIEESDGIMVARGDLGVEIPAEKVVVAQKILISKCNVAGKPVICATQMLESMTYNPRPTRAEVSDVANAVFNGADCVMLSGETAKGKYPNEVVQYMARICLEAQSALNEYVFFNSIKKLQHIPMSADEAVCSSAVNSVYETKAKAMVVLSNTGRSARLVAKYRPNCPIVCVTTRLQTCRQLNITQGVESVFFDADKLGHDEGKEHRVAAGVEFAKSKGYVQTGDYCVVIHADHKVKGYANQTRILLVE
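qHTS format; LmPK 0.1 nM; substrates PEP 0.5 mM and ADP 0.1 mM. One-hour room-temperature incubation, then coupled luciferase luminescence; 0.5 nM enzyme wells mark activation.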
Sm TGR block: blocks Schistosoma mansoni thioredoxin glutathione reductase; Q962Y6; purified TGR, DTNB reduction, TNB absorbance 405 nm; Potency, µM (highest dose often 114 µM), for the others: top-dose activity change, negative = inhibition, actives largely listed as inhibitors; 360,000 tested, 3% active; further: nearly all actives have a fitted effect of over 60% in size
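TGR 20 nM + NADPH 100 uM (dispensed conc.), cpd preinc 15 min RT; start with NADPH (500 uM addition) then DTNB (15 mM addition). Kinetic TNB absorbance, 405 nm filter. Four-parameter Hill fit across titration.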
An asterisk follows results filed as active; ? = inconclusive; · = not tested or not shown; & = joins results of further samples; [ ] = another dose, or the depositor's remark. The call rests on the fitted dose curve; in most records, active means well fitted curve in the direction sought with a large enough effect; inconclusive means small, poorly fitted or top-dose-only effect, or another doubt; inactive means no such curve, though single readings can be large; an effect the other way counts as inactive or inconclusive. On the % scale 0 is the no-effect control and ±100 the full control effect; potency means the concentration at half of the fitted maximal effect.

| compound | HCV inh | Tb PYK inh | Pf growth 48h | Pf growth 96h | LmPK inh | Sm TGR block |
| --- | --- | --- | --- | --- | --- | --- |
| C=CCOc1cccc(C2C(C(=O)c3ccco3)=C(O)C(=O)N2Cc2ccncc2)c1 (stereo not given) | 3%&14% | 2% | 17% | 58%[activator] | -5% | 45µM* |
| Cc1nn2cc(-c3ccccc3)nc2s1 | 14% | -27% | 180%[activator] | 14%[5.75 µM] | ? | 0% |
| COc1ccc(N2C(=O)N(Cc3cccc(F)c3)c3ccccc3S2(=O)=O)cc1 | · | · | ? | ? | 0% | 9% |
| O=C(COc1ncnc2scc(-c3ccccc3)c12)NCCN1C(=O)CSC1=O | · | · | 0% | 6% | 0% | -6% |
| COC(=O)c1ccccc1NC(=O)N[C@@H](C)C(=O)OC | 1% | -22% | -21% | · | -1% | -8% |
| Cc1ccc(NS(=O)(=O)c2ccc3c(c2)n(C)c(=O)n3C)cc1C | -25% | 3%&-12% | ? | ? | 4% | 8%&-1% |
| O=C(Cn1[nH]c(=O)c2ccccc2c1=O)NCc1cccnc1 | 17% | -2% | 11% | -19% | -6% | -13% |
| CC(=O)Nc1nc(-c2ccccc2)nc(C)c1C(C)=O | 7% | 1% | 21% | 1.9µM* | 4% | -1% |
| Cc1cc(C)n(C(=O)c2ccc([N+](=O)[O-])cc2N)n1 | -7% | -5% | 11% | ? | 10% | -6% |
| Cc1ccc(C(=O)OCC(=O)NCCc2ccccc2)cc1C | 3% | 1% | 1% | 13% | · | 2% |
| O=C(CCNS(=O)(=O)c1ccccc1C(F)(F)F)N1CCN(C(c2ccccc2)c2ccccc2)CC1 | ? | -1% | ? | ? | · | 0% |
| Cc1cc(C(=O)N2CCN(c3ccc([N+](=O)[O-])cc3)CC2)n[nH]1 | ? | -1% | -8% | -5% | -1% | 0% |
| CC(=O)c1cccc(S(=O)(=O)N(Cc2cc3cc4c(cc3[nH]c2=O)OCCO4)CC2CCCO2)c1 (stereo not given) | 0% | -14% | -14% | 13µM* | -2% | 0% |
| O=S(=O)(Nc1ccc(C(F)(F)F)cn1)c1ccccc1 | -7% | 3% | -10% | -19% | -2% | 7% |
| CCc1ccccc1NC(=O)COC(=O)C1CC(=O)N(c2ccc(F)cc2)C1 (stereo not given) | 0% | -2% | 14% | 8% | 2% | -1% |
| Nc1ncc(-n2cncn2)c(-c2ccccc2)n1 | 0% | 1% | · | 51%[activator] | -10% | 5% |
| CC(C)c1ccc(NC(=O)CN2C(=O)NC3(CCCC3)C2=O)cc1 | -23% | 0% | 17% | 33%[activator] | -9% | 1% |
| Cc1cccc(C(=O)NC(C)C(c2cccs2)N2CCOCC2)c1 (stereo not given) | 4% | 0% | -21% | ? | 0% | 1% |
| Cc1ccccc1NC(=O)OCc1cn(-c2ccc(Cl)cc2)nn1 | 1% | 6% | 41%[activator] | 15% | 5% | 0% |
| CC(C)(C)c1ccccc1OCC(=O)NCCC(=O)O | 10% | 0% | 10% | 1% | -3% | 0% |
| Cc1ccc(NC(=O)COC(=O)C2CCN(c3ccc(C(F)(F)F)cn3)CC2)cc1C | 2% | -4% | 38%[activator] | 67%[activator] | · | -29% |
| CCN[C@H]1C[C@H](C)S(=O)(=O)c2sc(S(N)(=O)=O)cc21 | 14% | 0% | -15% | 7% | · | 3% |
| COc1ccccc1/C=N/NC(=O)CSc1cc(C)nc2ccccc12 | -28% | -4% | 12% | ? | 2% | 11% |
| CS(=O)(=O)N(CC(=O)N1CCCCCC1)c1cccc(Cl)c1Cl | 3% | -1% | -11% | ? | 2% | 0% |
| CN(C(=O)COc1ccc(Br)cc1Cl)C1CCCCC1 | 5% | 2% | -3% | -1% | 2% | 15% |
| CCOc1ccc(N2CC(C(=O)Nc3ccc(S(=O)(=O)N4CCCCC4)cc3)CC2=O)cc1 (stereo not given) | ? | -10% | ? | ? | · | 1% |
| CC(C)C[C@H](NC(=O)c1nc[nH]c1C(=O)NC1CCNCC1)C(=O)OC(C)(C)C | 6% | 3% | ? | ? | · | -8% |
| COc1ccc(S(=O)(=O)N2CCN(CCOc3ccccc3Cl)CC2)cc1OC | ? | 1% | ? | ? | · | -23% |
| CCOC(=O)C1CCN(C/C=C/c2ccccc2)CC1 | 6% | -1% | 4% | ? | -3% | -2% |
| CCOc1ccc(N(CC(=O)NCc2ccccc2)C(=O)Cn2nnc(-c3ccc(C)o3)n2)cc1 | -5% | 0% | ? | -11% | 2% | -11% |
| OCC[C@@H]1C[C@H](O)[C@@H](O)[C@]2(Cc3ccccc3CO2)O1 | 17% | -3% | 13% | 49%[activator] | -9% | 5% |
| Cc1scc(-c2n[nH]c(=S)n2C(C)c2ccccc2)c1C (stereo not given) | 6% | 2.2µM* | 3% | 31%[activator] | 13µM* | 3% |

Complete entries, looked up by structure.
Profile of `O=C(COc1ncnc2scc(-c3ccccc3)c12)NCCN1C(=O)CSC1=O` = HCV inh: ·; Tb PYK inh: ·; Pf growth 48h: 0%; Pf growth 96h: 6%; LmPK inh: 0%; Sm TGR block: -6%
Profile of `OCC[C@@H]1C[C@H](O)[C@@H](O)[C@]2(Cc3ccccc3CO2)O1` = HCV inh: 17%; Tb PYK inh: -3%; Pf growth 48h: 13%; Pf growth 96h: 49%[activator]; LmPK inh: -9%; Sm TGR block: 5%

New compounds follow.
| compound | HCV inh | Tb PYK inh | Pf growth 48h | Pf growth 96h | LmPK inh | Sm TGR block |
| --- | --- | --- | --- | --- | --- | --- |
| O=C(Nc1ccccc1)Nc1ccccc1C(=O)NCC1CC1 | -11% | -5% | ? | 12% | -18% | 2% |
| O=C(NN=C1CCCC1)c1[nH]c2ccc(Cl)cc2c1-c1ccccc1 | 1% | 2% | ? | 13µM* | 5% | -14% |
| CCCS(=O)(=O)N1CCC(C(=O)NCc2ccc(F)cc2)CC1 | 32%[activator] | 2% | -18% | ? | 2% | -2% |
| CCCNC(=O)c1onc(CSc2ccc(F)cc2)c1C(=O)NCC1CC1 | ? | -4% | ? | ? | · | -8% |
| CCCc1ccc(C(=O)CN2C(=O)C(=O)N(C3CCCC3)C2=O)cc1 | 0% | -2% | 37%[activator] | 0% | · | -1% |
| CC1CCC(NC(=O)C(Cc2ccccc2)n2cccc2)CC1 (stereo not given) | -13% | 4% | ? | ? | -1% | -10% |
| Cn1c(=O)[nH]c(=O)c2c1nc(SCC(O)CCl)n2Cc1ccccc1 (stereo not given) | -14% | -5% | -2% | ? | -10% | -16% |
| Cc1cccc(-c2cc3nc(C)cc(NCCCn4ccnc4)n3n2)c1 | ? | 3% | ? | · | 7% | -2% |
| NCCCC(N)(C(=O)O)C(F)F (stereo not given) | 9% | 7%&7% | -9%&10% | 1%&-1% | 4% | 14% |
| N#CCOC(=O)C1c2ccccc2Oc2ccccc21 | 5% | 3% | ? | -10% | 3% | 8% |
| CCn1c(Cc2ccc(OC)cc2)nnc1SCC(=O)Nc1nc2ccccc2s1 | 9%&6% | 14% | 1% | 30% | 4% | 5% |
| CN(C)CCOC(=O)Cc1ccc(Cl)cc1 | 18% | 2% | 44%[activator] | -13% | -2% | 4% |
| CCOC(=O)CCc1c(C)c2ccc(OCC(=O)OC(C)C)cc2oc1=O | 11% | 0% | 10% | 35%[activator] | 5% | -4% |
| COc1cc(NC(=O)C2CC2)c(OC)cc1NC(=O)CCC(=O)NC1CCN(Cc2ccccc2)CC1 | -7% | 4% | 16% | 346%[activator] | 1% | 8% |
| CCc1noc(C)c1C(=O)Nc1ccc(C)c(S(=O)(=O)N2CCCCCC2)c1 | 13µM* | 2% | 10µM* | ? | · | 3% |
| COc1ccc2sc(N(CCCN(C)C)C(=O)c3ccc(S(=O)(=O)N4CCc5ccccc5C4)cc3)nc2c1 | ? | -7% | ? | ? | · | -4% |

Next part:
Second line of a record: HCV inh	Tb PYK inh	Pf growth 48h	Pf growth 96h	LmPK inh	Sm TGR block
- Cc1ccc(-c2c3c(=O)n(C)c(=O)n(C)c3cn2Cc2cccnc2)cc1
 : 9%	-2%	-28%	?	2%	?
- Cc1ccc(-c2nn(CC(=O)NCc3cc(-c4nn(C)c(=O)c5ccccc45)ccc3C)c(=O)c3ccccc23)cc1
 : ?	-7%	6%	·	8%	-3%
- O=C(COc1ccc(/C=N/NC(=O)C(=O)N2CCCCCC2)cc1)Nc1ccccc1Cl
 : 2%	-4%	6%	12%	3%	-18%
- CCOc1cccc(/C=N/N=C/c2cccc(OCC)c2O)c1O
 : 8%	-3%	0%	-2%	-8%	-2%
- CC1CC(C)CN(C(=O)c2ccc(NC(=O)c3ccc(=O)[nH]c3)cc2)C1 (stereo not given)
 : -3%	2%	17%	?	0%	-14%
- O=C(Nc1cc(Cl)ccc1O)c1snnc1-c1ccccc1
 : 18µM*	-6%	?	12µM*	1%	-13%
- CC(=O)N(CN1C(=O)c2ccccc2C1=O)c1cccc(C)c1
 : -7%	2%	-1%	47%[activator]	3%	6%
- O=C(c1cccc([N+](=O)[O-])c1)c1cc2ccccc2o1
 : -13%	1%	6%	?	-4%	-8%
- O=C(Nc1ccc(S(=O)(=O)N2CCCCCC2)cc1)c1ccc(Br)o1
 : ?	3%	?	20%	1%	-4%
- O=C1CSC(c2ccccc2)N1c1nnc(C23CC4CC(CC(C4)C2)C3)s1 (stereo not given)
 : 19%	·	?	·	5%	3%
- O=S(=O)(Nc1ccc(N2CCCCC2)cc1)c1ccccc1F
 : -27%	-18%	?	?	1%	?
- COc1cccc2cc(C(=O)Nc3cc(Cl)ccc3N3CCOCC3)c(=O)oc12
 : -15%	-2%	51%	-1%	2%	6%
- COc1ccc(COC(=O)c2ccc3c(=O)n4c(nc3c2)CCC4)cc1F
 : ·	·	?	?	4%	?
- O=C(COc1cccnc1[N+](=O)[O-])Nc1ccccc1Sc1ccccc1
 : -8%	-9%	19%	57%[activator]	-4%	-4%
- COc1ccc(-c2noc(CN(C)Cc3ccccc3)n2)cc1
 : 5%	-3%	21%	?	0%	9%
- Cc1sc2nc(SCC(=O)N(C)Cc3ccccc3)n(-c3ccccc3)c(=O)c2c1C
 : -2%	-8%	22%	?	3%	-19%
- COc1ccc(CCNC(=O)CSc2nc(=O)n3cccc(C)c3n2)cc1OC
 : -1%	1%	12%	2%	·	2%
- O=C(c1cc(-c2ccc(Cl)s2)nc2ccccc12)N1CCOCC1
 : ?	-1%	?	?	·	-7%
- N#Cc1c(NC(=O)c2ccncc2)sc2c1CCC2
 : -12%	-9%	54%[activator]	73%[activator]	15%	?
- Cc1cc(NS(=O)(=O)c2ccc(NC(=O)c3ccc(Br)o3)cc2)nc(C)n1
 : 2%	-4%	-1%	-4%	10%	-14%
- O=C(C1CCC1)N1CCc2cc(S(=O)(=O)NCC3COc4ccccc4O3)ccc21 (stereo not given)
 : -16%	-21%	12%	6%	3%	4%
- COc1ncnc2c1sc1nc(-c3ccccc3)c3c(c12)CCCC3
 : 13%	1%	?	?	-1%	1%
- CCCCc1ccc(NC(=O)c2ccc(N(C)S(C)(=O)=O)cc2)cc1
 : ?	-1%	4%	-2%	-3%	4%
- CC1=C(C(=O)Nc2ccc(Cl)cc2)C(c2cccs2)n2nnnc2N1 (stereo not given)
 : -4%	5%	?	-14%	7%	14%
- O=C(O)c1ccc(NS(=O)(=O)c2ccc(N3CCCC3)c([N+](=O)[O-])c2)cc1
 : 22%	-7%	?	-29%	4%	-2%
- CC1(c2ccccc2)NC(=O)N(CC(=O)N2CCN(S(=O)(=O)c3cccs3)CC2)C1=O (stereo not given)
 : 1%	-5%	1%	13%	·	2%

Bioassay records from PubChem BioAssay.
